procasp3 activ = procaspase-3 (human) activation; AID 463141; recombinant procaspase-3 D3A, Ac-DEVD-pNA absorbance 405 nm; 330,000 tested, 0.11% active; activation, % at 8.5 µM;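 active means activation above the mean of all tested compounds plus 3 SD, cut at about 21% in these data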;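 further: 0% = DMSO alone and 100% = DMSO wells spiked with extra 5 µM PC-3 D3A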
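Assay system – Procaspase-3 D3A mutant, all three cleavage aspartates alanine · Controls – DMSO-only low control, 5 µM PC-3 D3A high control · Schedule – 1 h compound preincubation, 2 h substrate hydrolysis at 25 °C · Signal – 405 nm absorbance of p-nitroaniline, reads at 0 and 120 min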
AHR activator = activators of human aryl hydrocarbon receptor; P35869; AHR-responsive luciferase reporter cells, luminescence; activation, % at 5 µM; 320,000 tested, 2.5% active; AID 2796; in the data active means activation above about 47%;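 further: 0% = vehicle wells and 100% = reference agonist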
EBNA-1 inh = blocks EBNA-1 binding to DNA; 300,000 tested, 0.34% active; inhibition, % at 14.8 µM; AID 1950; EBNA-1 DNA binding, fluorescence polarization; in the data active means inhibition above about 28%
RPL19A-GFP yeast = yeast TOR pathway RPL19A-GFP modulation; S. cerevisiae RPL19A-GFP strain, flow cytometry, 3 h; hits give low values; percent response vs DMSO, % at 10 µM; 330,000 tested, 0.3% active;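 active means percent response vs DMSO below 50%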;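 further: median channel GFP fluorescence of the barcoded RPL19A-GFP strain; ratio of sample median GFP to plate DMSO average so 100% = DMSO; lower means less RPL19A-GFP as with rapamycin TOR inhibition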
LAP4-GFP MLPCN = yeast TOR pathway LAP4-GFP modulation; 320,000 tested, 0.34% active; GFP response vs DMSO, % at 10 µM; AID 2023; S. cerevisiae LAP4-GFP multiplex, flow cytometry GFP, 3 h; median GFP as percent of DMSO wells;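 active means GFP response vs DMSO above a set limit, about the screen mean plus 3 SD, cut at about 150% in these data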
MEP2-GFP yeast = yeast TOR pathway MEP2-GFP modulation. 330,000 tested, 0.51% active. S. cerevisiae MEP2-GFP strain, flow cytometry GFP, 3 h; 100% = DMSO control level. GFP response vs DMSO, % at 10 µM;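 active means GFP response versus DMSO above a set limit, roughly screen mean plus 3 SD, cut at about 180% in these data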;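 further: median GFP fluorescence of the barcode-gated MEP2-GFP cells per well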
ZTA DNA inh = blocks Epstein-Barr virus ZTA, an EBNA-1 counter-screen. ZTA-DNA binding, fluorescence polarization. inhibition, % at 11 µM. 320,000 tested, 0.15% active; in the data active means inhibition above about 33%
proCasp7 act = counter-screen: procaspase-7 (human) activation; P55210; recombinant procaspase-7, Ac-DEVD-pNA absorbance 405 nm; D23A/D198A/D206A triple mutant, cannot self-cleave; scale: DMSO 0, 5 µM enzyme 100; activation, % at 8.5 µM; 330,000 tested, 0.093% active;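 active means percent activation above the screen-wide mean plus 3 SD, cut at about 25% in these data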
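Assay system: Uncleavable procaspase-7 mutant enzyme; Input: 2 µM procaspase-7 mutant as dispensed; Also added: DEVD-pNA substrate; Medium: Zinc-free HEPES pH 7.4 with 300 mM NaCl, 0.01% Triton X-100; Timing: 1 h compound preincubation, 2 h substrate cleavage, 25 °C; Measured by: Epi-absorbance of released pNA at 405 nm, two timepoints.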
An asterisk follows results filed as active; x = not tested or not shown.

SMILES	procasp3 activ	AHR activator	EBNA-1 inh	RPL19A-GFP yeast	LAP4-GFP MLPCN	MEP2-GFP yeast	ZTA DNA inh	proCasp7 act
CCN(CC)c1ccc2cc(C(=O)O)c(=O)oc2c1	-4	3	-5	97	157*	109	-3	-13
O=c1oc2cc(O)ccc2cc1-c1ccc(F)cc1	-7	-4	-20	x	108	87	-11	10
Cn1c(NC(=O)c2ccccc2NC(=O)C(C)(C)C)nc2ccccc21	-2	36	-12	93	94	100	-11	5
COc1ccc(-c2cc(=O)[nH][nH]2)cc1OC	7	1	3	88	93	92	6	-4
Cc1ccccc1-c1nc2sc3c(c2c(=O)n1N)CCCC3	-5	31	-14	97	113	94	8	0
CC(OC(=O)C(C)N1C(=O)C2C3C=CC(C4CC34)C2C1=O)C(=O)c1ccccc1 (stereo not given)	9	-4	2	x	x	x	-3	6
C=CCc1c(C)nc2cc(-c3ccc(C)cc3)[nH]n2c1=O	-7	50*	13	96	87	93	-3	-1
COc1ccc(NCc2nnc(SCC(=O)c3ccc(OC)cc3)o2)cc1	-18	0	-4	101	106	98	0	-27
CCCCN(CCCC)S(=O)(=O)c1c(C)[nH]c(=O)[nH]c1=O	8	0	-1	88	93	118	12	3
O=C(NCc1n[nH]c(=S)n1-c1ccc(Cl)c(Cl)c1)c1ccc(S(=O)(=O)N2CCCCC2)cc1	3	0	-5	103	92	102	-6	-9
O=C(CSc1nnc(-c2ccccc2)n1C1CCCCC1)N1CCCC1	-1	-1	7	110	102	114	7	0
Cc1ccc(Nc2cc(C)nc(N3CCOCC3)n2)cc1	6	35	7	98	101	97	-4	-5
Cc1cc(C)c(OCC(=O)NCCCn2nc(C)cc2C)c(C)c1	1	-1	x	96	104	90	4	-1
CCC(=O)OCc1c(C(F)(F)F)nn(C)c1Sc1ccc(Cl)cc1	-3	3	-7	101	102	103	-10	14
Cc1ccc(NC(=O)C(c2ccccc2)N2CCN(CC(=O)NC3CC3)CC2)cc1Cl (stereo not given)	1	0	x	94	98	96	-10	6
CCOC(=O)N1CCN(C(=O)CSCc2ccc(C)cc2)CC1	-5	4	1	97	115	107	-12	-2
C#CCOc1ccccc1/C=C1/C(=O)ON=C1C	4	6	5	115	102	110	13	-1
Cc1cccc(NS(=O)(=O)c2cccc(C(=O)N3CCN(S(=O)(=O)c4ccccc4)CC3)c2)c1	11	-1	-1	93	95	95	-12	1
CCN1CCN(c2cc(C)c3cc(NC(=S)N4CCCC(C)C4)ccc3n2)CC1 (stereo not given)	-4	3	2	97	101	104	8	-1
O=C1c2ccccc2-c2nc3ncnn3c(-c3ccccc3Cl)c21	2	56*	-4	97	102	102	21	6

Full records, quoted from the list. Values in the order: procasp3 activ | AHR activator | EBNA-1 inh | RPL19A-GFP yeast | LAP4-GFP MLPCN | MEP2-GFP yeast | ZTA DNA inh | proCasp7 act
`O=c1oc2cc(O)ccc2cc1-c1ccc(F)cc1` in the list: -7 | -4 | -20 | x | 108 | 87 | -11 | 10
`Cc1ccc(NC(=O)C(c2ccccc2)N2CCN(CC(=O)NC3CC3)CC2)cc1Cl` (stereo not given) in the list: 1 | 0 | x | 94 | 98 | 96 | -10 | 6
`COc1ccc(-c2cc(=O)[nH][nH]2)cc1OC` in the list: 7 | 1 | 3 | 88 | 93 | 92 | 6 | -4
`CCOC(=O)N1CCN(C(=O)CSCc2ccc(C)cc2)CC1` in the list: -5 | 4 | 1 | 97 | 115 | 107 | -12 | -2

More records:
SMILES	procasp3 activ	AHR activator	EBNA-1 inh	RPL19A-GFP yeast	LAP4-GFP MLPCN	MEP2-GFP yeast	ZTA DNA inh	proCasp7 act
Cc1ccc(C(=O)N2CCN(c3ccc(N4CCOCC4)nn3)CC2)cc1	-4	-3	5	98	114	101	9	11
CCN(CC(=O)Nc1c(F)cccc1F)C(=O)CNC(=O)c1ccc(Br)o1	7	5	-5	100	103	104	1	0
COc1cc(OC)cc(-c2nnc(SCc3cccnc3)o2)c1	-3	20	8	97	100	104	-11	-4
CNC(=O)c1[nH]cnc1C(=O)Nc1ccc(OC)cc1	5	126*	-7	110	106	97	6	5
O=C(COC(=O)CC1CC2CCC1C2)Nc1ccc(F)cc1Cl (stereo not given)	1	0	x	103	110	97	x	11
CC[C@H](C)[C@H](NS(=O)(=O)c1ccc(C)cc1)C(=O)N1CCC(C(=O)N[C@H](C(=O)O)C(C)C)CC1	-16	4	-18	106	102	104	3	-12
CCOc1ccc(N2C(=O)CN(c3cccc4ccccc34)C2=S)cc1	-5	18	0	101	101	103	13	-8
CNc1nc(OC)nc(N(C#N)CN2C(=O)c3ccccc3S2(=O)=O)n1	-4	-2	4	97	97	98	11	-1
O=C(c1cccs1)N1CCc2c([nH]c3ccccc23)C1c1ccc(Cl)cc1 (stereo not given)	5	9	2	94	102	105	-12	10
CCOc1ncccc1C(=O)OCC(=O)Nc1nnc(-c2ccccc2)o1	0	0	-7	100	119	99	-2	7
COc1ccc(CN2CCNC(=O)C2CC(=O)NC2CCCCCCC2)cc1C (stereo not given)	-2	-2	2	102	103	116	7	11
O=c1[nH]c(=O)n(C(c2ccccc2)c2ccccc2)cc1Br	4	-1	-6	99	92	96	7	-1
COc1ccc(/C=C/c2c([N+](=O)[O-])c(=O)n(C)c(=O)n2C)cc1OC	-7	3	-6	102	99	106	-5	6
COc1ccc(OC)c(/C=N/NC(=O)Cn2ccnc2C)c1	2	5	1	102	101	102	1	11
COc1ccc2c(c1)C1CC(C)(NC(=O)C1C(=O)c1ccccc1)O2 (stereo not given)	1	-1	2	104	102	99	21	10
COc1ccccc1CN(C)C(=O)CN1C(=O)c2ccccc2C1=O	-11	2	11	94	109	99	5	-9
CC(C)CCn1c(N2CCCC2)nc2c1c(=O)[nH]c(=O)n2C	0	3	3	105	90	102	-13	3
CCOC(=O)C1=C(c2ccccc2)N=C2SCC(=O)N2C1c1ccc(OCC)c(OCC)c1 (stereo not given)	9	0	3	96	95	105	7	5
O=C(CCC1CCCC1)Nc1cccn(Cc2ccccc2Br)c1=O	12	-1	-4	98	102	96	-3	5
CC(=O)Nc1ccc(S(=O)(=O)N2CCN(Cc3cccc([N+](=O)[O-])c3)CC2)cc1	7	-1	4	96	101	97	5	-6
CCCCC(=NCCc1c(C)[nH]c2ccccc12)C1=C(O)CC(c2ccccc2)CC1=O (stereo not given)	-2	2	18	98	98	97	-3	2
CSCCC(NC(=O)c1ccco1)C(=O)Nc1ccc(C)cn1 (stereo not given)	4	12	15	99	106	103	9	-3
CC(=O)N1CCC(N(CCN2CCOCC2)C(=O)Nc2ccc(Cl)c(Cl)c2)CC1	-4	-1	3	96	90	88	-5	5
S=c1[nH]nc(CCc2ccccc2)n1-c1ccccc1	5	0	1	101	99	107	-5	-17
CCN(CC)S(=O)(=O)c1ccc(C(=O)NCc2n[nH]c(=S)n2Cc2ccccc2)cc1	-3	-4	5	106	114	111	-13	-8
CCCCN(C)C(=O)c1coc(=O)c2ccccc12	-6	-2	6	96	106	100	3	4
COC(=O)/C=C/c1ccc(OC(=O)OC)c(OC(=O)OC)c1	-2	1	11	96	104	105	-2	6
CN(C)CCCNc1ccc(-c2cc(Nc3cccc(Cl)c3)ncn2)cn1	8	-2	-2	93	101	96	-2	14
CCOc1ccccc1NC(=O)C1CCCN(S(=O)(=O)c2ccc3c(c2)C(C)(C)C(=O)N3C)C1 (stereo not given)	6	-1	2	97	103	95	0	1
O=C(OCc1c(-c2ccccc2)ncc2ccccc12)c1ccco1	0	4	x	97	109	102	x	5
O=C(O)CSc1c(O)c2ccccc2[nH]c1=O	-1	8	-4	105	100	110	-12	-17
Cc1ccc(-c2noc(COC(=O)c3ccco3)n2)cc1	-5	2	x	89	107	99	7	3
COC(=O)c1ccc2c(=O)n(NC(=O)C(c3ccccc3)c3ccccc3)c(=S)[nH]c2c1	-15	6	7	97	96	103	2	11
N#CCC(=O)Nc1ccc(C(=O)OCC(=O)NC2CCCCCC2)cc1	1	-1	x	94	104	103	1	-4
COc1cc(Cc2nc3ccc(S(=O)(=O)N4CCOCC4)cc3[nH]2)cc(OC)c1OC	0	-2	-1	105	100	109	-1	5
Cc1cccc(CCNS(=O)(=O)c2ccc3c(c2)CCN3C(=O)CCC(=O)O)c1	-1	0	1	99	99	103	-7	2
CCCCn1c(=O)c(CCC(=O)OCC(=O)Nc2ccc(C)c(Cl)c2)nc2ccccc21	6	1	-4	97	87	97	-2	-8
CNC(=O)NC(=O)C(C)OC(=O)c1c(C)noc1C (stereo not given)	-6	1	-8	101	96	102	9	-6
COC(=O)C/C=C/[C@@H](C)[C@@H](/C=N/O[C@@H](C)c1cn([C@H](CO)Cc2ccccc2)nn1)NS(=O)(=O)c1ccc(C)cc1	2	-3	6	104	128	95	5	-4
O=C(CSc1nnc(C2CCCCC2)o1)N1CCCCC1	3	2	2	105	97	105	-12	-4

Copied from the list.
`COc1cc(Cc2nc3ccc(S(=O)(=O)N4CCOCC4)cc3[nH]2)cc(OC)c1OC` @ procasp3 activ: 0
`S=c1[nH]nc(CCc2ccccc2)n1-c1ccccc1` @ proCasp7 act: -17
`O=C(O)CSc1c(O)c2ccccc2[nH]c1=O` @ RPL19A-GFP yeast: 105

Other structures
SMILES	procasp3 activ	AHR activator	EBNA-1 inh	RPL19A-GFP yeast	LAP4-GFP MLPCN	MEP2-GFP yeast	ZTA DNA inh	proCasp7 act
COC(=O)[C@]1(Cc2ccccc2)N[C@H](CN(C)C(C)=O)[C@@H]2C(=O)N(Cc3ccccc3)C(=O)[C@@H]21	2	-1	x	95	94	100	x	-7
Cc1ccc(NC(=O)COC(=O)c2ccc(OCc3c(C)noc3C)cc2)cc1S(=O)(=O)N1CCOCC1	-3	1	7	100	100	108	2	0
Cc1cnc(C(=O)N2CCN(S(=O)(=O)c3ccc4ccccc4c3)CC2)cn1	7	1	5	100	98	104	18	-1
COc1ccc(COC(=O)C2=C(C)NC(=O)NC2c2cc(Br)c(O)c(OC)c2)cc1 (stereo not given)	-5	1	0	101	98	103	-25	16
CC1CCc2c(nc3nc[nH]n3c2=O)C1 (stereo not given)	4	1	-7	100	97	100	7	2
O=C(CNC(=O)c1cccs1)OCC(=O)c1cccs1	8	2	5	98	102	98	11	12
Nc1ccc(Nc2ccccc2)cc1	0	3	-1	91	90	94	-18	-14
O=C(Nc1ccc(Cl)cc1)Nc1ccc(C(=O)N2CCOCC2)cc1	2	3	-3	101	106	103	2	-1
CCC1Nc2ncnc(N3CCOCC3)c2N(Cc2ccc(C)cc2)C1=O (stereo not given)	9	1	3	97	105	91	9	5
CCc1cc2c(N3CCN(C(=O)c4ccco4)CC3)ncnc2s1	3	0	8	95	102	98	-8	-2
CC(C)(CNS(=O)(=O)c1ccc2c(c1)OCCO2)N1CCOCC1	0	0	7	101	95	98	10	7
COc1cc(C(=S)N2CCOCC2)cc(OC)c1OC(=O)Cc1ccc(F)cc1	-7	1	0	105	98	101	-13	-12
O=C(O)CCCNc1cc(N2CCC3(CC2)OCCO3)c2noc3c2c1C(=O)c1ccccc1-3	-4	33	93*	96	104	107	143*	-12
Brc1cc2c(cc1Cn1c(-c3cncs3)nc3ccccc31)OCO2	-2	2	-3	106	103	105	6	0
C#CCOc1ccc(C2C(C#N)=C(N)Oc3cc(O)ccc32)cc1 (stereo not given)	-2	0	7	103	92	108	18	0
O=C1c2ccccc2C(=O)C1c1ccc(O)cc1	6	-3	12	105	106	102	10	-10
O=C(c1cccc(Oc2ccc([N+](=O)[O-])cc2Cl)c1)N1CCCCC1	10	2	3	107	95	105	0	-1
O=C(Cc1ccccc1)NCc1ccccn1	-4	1	5	91	84	92	13	-4
O=C1Nc2ccccc2N=C(c2ccccc2)C1N1CCOCC1 (stereo not given)	-2	2	1	100	105	99	3	-4
